# High-throughput results from PubChem BioAssay.
# Cycloheximide cs – counter-screen for Shiga toxin inhibitors: cycloheximide protein synthesis inhibition; cell reporter, cycloheximide protein synthesis inhibition counterscreen; max response, %; actives 12% (n = 300,000); in the data active = max response mostly above about 13%, no sharp cut-off; inactive = mostly below about 14%; note: read at 38.3 µM for the half of the compounds with a filed dose; 0% is about no effect
# AmpC no deterg – inhibitors of E. coli AmpC beta-lactamase without detergent; actives 0.52% (n = 330,000); Potency, µM (highest dose often 57.1 µM), for the others: at the top dose activity change, negative = inhibition, actives largely listed as inhibitors; AmpC nitrocefin hydrolysis, absorbance 480 nm, 0.0001% Triton; P00811; AID 485341;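 note: potency is the fitted concentration of half-maximal effect; plate controls were no compound for no effect and no enzyme for full effect; nearly all actives have a fitted effect of over 20% in size; some results filed as inactive show a strong effect at the top dose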
# Target sequence (P00811 whole entry, looked up): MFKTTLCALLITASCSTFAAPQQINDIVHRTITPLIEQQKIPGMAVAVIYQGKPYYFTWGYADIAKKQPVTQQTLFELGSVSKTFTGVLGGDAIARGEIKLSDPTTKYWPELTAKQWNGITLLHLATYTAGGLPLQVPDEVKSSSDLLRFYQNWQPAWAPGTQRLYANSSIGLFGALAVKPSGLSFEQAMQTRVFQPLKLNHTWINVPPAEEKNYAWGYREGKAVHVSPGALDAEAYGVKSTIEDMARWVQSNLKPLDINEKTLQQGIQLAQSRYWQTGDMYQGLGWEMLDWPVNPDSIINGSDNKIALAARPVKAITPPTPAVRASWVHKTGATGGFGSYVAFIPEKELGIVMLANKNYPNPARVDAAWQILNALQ
#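 20 mM phosphate pH 7.0 + 0.01% (detergent screen) or 0.0001% Triton X-100; 5.3 nM AmpC reagent; cpd preinc 15 min RT; nitrocefin (800 uM stock) to start; A480 q20 s × 4 min; Activity was normalised to no-enzyme and no-compound control wells.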
# Shiga toxin inh – inhibitors of Shiga toxin in Vero cells; Vero cells, Shiga toxin protein synthesis inhibition reporter; inhibition, % at 38.7 µM; actives 9.2% (n = 290,000); AID 2315; in the data active = inhibition mostly above about 28%, no sharp cut-off; inactive = mostly below about 43%; note: 0% is about no effect
# AMA1-RON2 inh – inhibitors of Plasmodium falciparum AMA1-RON2 interaction | AlphaScreen AMA1-biotinylated RON2 peptide binding | Potency, µM (highest dose often 58.2 µM), for the others: at the highest dose activity change, negative = inhibition, actives largely listed as inhibitors | actives 0.2% (n = 360,000) | AID 720542;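 note: potency is the fitted concentration of half-maximal effect; 0% = vehicle wells and -100% = peptide control; nearly all actives have a fitted effect of over 45% in size; some results filed as inactive show a strong effect at the top dose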
#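 AMA1 (3D7) with his tag at 25 nM final met compounds first, then biotinylated RON2 peptide at 25 nM; detection used donor plus acceptor beads, 10 µg/mL apiece, read by AlphaScreen after 30 min at room temperature.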
# AmpC detergent – AmpC beta-lactamase inhibition with detergent present; P00811; AmpC hydrolysis of nitrocefin, absorbance 480 nm, 0.01% Triton; Potency, µM (top dose mostly 114 µM), without a hit: at the top dose activity change, negative = inhibition, actives largely listed as inhibitors; actives 0.041% (n = 370,000); AID 485294;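 note: potency is the fitted concentration of half-maximal effect; 0% = no-compound wells and -100% = no-enzyme wells; nearly all actives have a fitted effect of over 25% in size; some results filed as inactive show a strong effect at the top dose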
#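 AmpC (5.3 nM in the dispensed reagent) in 20 mM phosphate pH 7.0 with 0.01% (detergent screen) or 0.0001% Triton X-100 was preincubated with compounds for 15 min at room temperature. Nitrocefin was then added from an 800 uM solution, and hydrolysis was followed at 480 nm.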
# HCMV inh – inhibitors of human cytomegalovirus; HFF cells, HCMV-luciferase reporter, 72 h; stronger effect = lower value; activity change, negative = inhibition, % at 57.5 µM; actives 4.5% (n = 410,000); AID 1259415; in the data active = activity change below about -60%; inconclusive = no clear call, values can overlap the other calls; inactive = above about -39%; note: % is set by controls: 0 for no effect and ±100 for the full control effect
#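 Screen run at 2 compound doses on HFFs infected with reporter HCMV, MOI 1 PFU/cell. Luciferase activity from cell lysates at 72 h post infection gave inhibition relative to buffer-only and Salinomycin wells.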
# Giardia FBPA inh – blocks Giardia fructose-bisphosphate aldolase activity; A8B2U2; purified Giardia FBPA; Potency, µM (titrated, usually from 59.6 µM), for the others: top-dose activity, negative = inhibition, most hits filed as inhibitors; actives 0.71% (n = 290,000); note: potency is the fitted concentration of half-maximal effect; % is set by controls: 0 for no effect and ±100 for the full control effect; nearly all actives have a fitted effect of over 55% in size
# Target sequence (A8B2U2 whole entry, looked up): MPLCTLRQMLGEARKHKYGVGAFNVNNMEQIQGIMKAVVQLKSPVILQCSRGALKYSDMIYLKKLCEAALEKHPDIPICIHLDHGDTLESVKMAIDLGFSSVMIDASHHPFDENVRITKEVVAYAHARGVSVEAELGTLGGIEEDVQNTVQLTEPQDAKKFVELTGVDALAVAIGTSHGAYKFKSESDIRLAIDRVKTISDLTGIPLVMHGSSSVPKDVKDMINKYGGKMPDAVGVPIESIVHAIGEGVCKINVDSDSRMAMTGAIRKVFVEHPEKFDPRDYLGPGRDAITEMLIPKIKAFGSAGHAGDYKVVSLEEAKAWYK
#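 Giardia FBPA (40 nM reagent) was preincubated 10 min at RT with compound (up to 57.5 uM final), then substrate plus GAPDH/TPI/NAD/arsenate coupling system with diaphorase/resazurin was added; resorufin fluorescence (525/598 nm) was read after 20 min.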
# Active calls of the source: *; i = inactive; ? = inconclusive; nt = not tested or not shown; [ ] = remark or other dose. Unless noted, calls come from the whole dose curve; as a rule, active = well fitted curve in the direction sought with a large enough effect; inconclusive = small, poorly fitted or top-dose-only effect, or another doubt; inactive = no such curve, though single readings can be large; an effect the other way counts as inactive or inconclusive.
SMILES,Cycloheximide cs,AmpC no deterg,Shiga toxin inh,AMA1-RON2 inh,AmpC detergent,HCMV inh,Giardia FBPA inh
O=C(NNC(=S)NCc1ccc(Cl)cc1)c1ccc2c(c1)OCO2,-4,68%[activator],-4,84%[activator],12%,3,2%
Cc1ccc(S(=O)(=O)NCC(=O)N(CC(=O)NC2CCCCC2)Cc2ccco2)cc1,-2,12%,-6,25%,1%,5,3%
COc1ccc(-n2cc3c(-c4cccc(Br)c4)nnc(C)c3n2)cc1,-2,66%[activator],25,-32%,?,6,0%
COc1ccccc1NC(=O)CSc1nnc(C)n1Cc1ccccc1,-1,36%,-15,8%,0%,5,0%
CC(=O)Nc1nc(-c2ccccc2)nc(C)c1C(C)=O,-3,-36%,3,-1%,-8%,16,-28%
COC(=O)C(NC(C)=O)(Nc1ccc(Br)cc1)C(=O)OC,-6,-8%,-9,-6%,-2%,110,7%
COc1ccc(-c2coc3cc4oc(=O)c5ccccc5c4cc23)cc1F,-8,-19%,-7,-3%,5%,-85*,4%
O=C(NCc1ccc(Cl)cc1)C(=O)NCC(c1ccco1)N1CCOCC1 (stereo unspecified),0,13%,13,-17%,-6%,9,4%
O=S(=O)(Nc1cccc(CO)c1)c1cccs1,-1,15%,-4,0%,2%,48,-16%
CCOC(=O)C1CCN(C(=O)CN2C(=O)C(C(C)C)Oc3ccccc32)CC1 (stereo unspecified),9,14%,29,-11%,-8%,?,2%
COc1ccc(C(=O)O/N=C(\N)Cc2cccs2)cc1OC,-5,-36%,-19,5%,7%,16,nt
Cc1cccc(NC(=O)CNC(=O)COc2ccc(C(=O)c3ccc(F)cc3)cc2)c1C,-6,-54%,-11,28%,-1%,-38,2%
CCOC(=O)c1c(C)n(C)c2ccc(OC)c(NC(=O)c3cccs3)c12,-2,18%,-4,13%,-12%,-20,-9%
Cc1ccc(C(=O)NCc2ccc3c(c2)CCO3)cc1C,22*,-51%,57*,-1%,-5%,109,4%
COc1ccc(-c2cc(=O)c3c(O)cc(O)cc3o2)cc1O,34*,nt,70*,nt,nt,nt,0%
CCOC(=O)c1ccc(NS(=O)(=O)c2cccc3nsnc23)cc1,-4,-11%,-8,1%,1%,43,13%
CN(CC(=O)NC(=O)NCc1ccccc1)CC(=O)Nc1ccc(Cl)c(Cl)c1,nt,107%[activator],nt,89%[activator],-8%,-13,nt
CCN(CC)P(=O)(/C=C(\Cl)c1ccccc1)/C=C(\Cl)c1ccccc1,-4,-29%,-21,-7%,7%,66,14%
COc1ccc(N=C2C(=Nc3ccc(OC)cc3)N(c3ccccc3)C(=S)N2C(=O)c2ccc(Cl)cc2)cc1,43*,-22%,63*,32%[activator],-6%,33,0%
COCc1[nH]nc2c1C1(C(=O)Nc3ccc(F)cc31)C(C#N)=C(N)O2 (stereo unspecified),-1,-2%,-1,-7%,?,11,-1%
O=C(NC1CCCc2ccccc21)c1ccccn1 (stereo unspecified),-1,-12%,8,-12%,-15%,72,-6%
CCn1cc(Cl)c(C(=O)Nc2ccccc2C(N)=O)n1,29*,43%,20,15%,-3%,43,3%
O=C(Cn1cnc2ccccc2c1=O)N(Cc1ccco1)c1ccc(O)cc1,-4,-19%,-3,-5%,-4%,-11,0%
O=C(CCc1ccccc1)NCCc1ccc(F)cc1,27*,-2%,29,13%,5%,-3,4%
Cc1ccccc1-n1ncc2c1CC(C)(C)CC2NC(=O)C1CCC1 (stereo unspecified),18,40%,-2,-5%,1%,-29,nt
CCCCCCCNC(=O)CN1C(=O)CSc2ccc(S(=O)(=O)N3CCOCC3)cc21,8,27%,-7,-7%,2%,?,nt
COc1ccc(N2CCN(CCNC(=O)Nc3cc(Cl)ccc3OC)CC2)cc1,-9,76%[activator],-3,-16%,4%,-9,-8%
COc1ccccc1-c1nnc(NC(=O)C(C)C)s1,17,1%,-1,8%,-5%,155,0%
CCS(=O)(=O)N1CCN=C1SCc1cccnc1,-2,-19%,-15,-5%,2%,-24,1%
Cc1c(Cc2ccccc2)c(NCCN(C)C)n2c(nc3ccccc32)c1C#N,1,-10%,-6,6%,0%,-25,-4%
CCOC(=O)[C@@H]1[C@H]2COc3ccc(Br)cc3[C@@H]2N2C(=O)N(c3ccc(Cl)cc3)C(=O)[C@@]12C,nt,-9%,nt,-6%,nt,?,nt
CC1CCCC(NC(=O)NC(=O)CCl)C1C (stereo unspecified),4,-1%,-8,-8%,15%,-29,-16%
COc1cc(NC(=S)N2CCCC(CO)C2)c(OC)cc1Cl (stereo unspecified),-1,-40%,15,8%,-7%,?,-12%
O=[N+]([O-])c1cc([N+](=O)[O-])c(Oc2cncc(Cl)c2)cc1NN1CCCCC1,2,-14%,-6,0%,?,?,6%
CSc1ncc(Cl)c(C(=O)Nc2cccc(Cl)c2)n1,5,-56%,3,4%,-4%,0,6%
Cc1oc(C)c(S(=O)(=O)NCc2cccs2)c1C(=O)O,-1,-19%,-2,0%,0%,-1,17%
Cc1cccc(-c2nc(Nc3ccc(O)cc3)c3ccccc3n2)c1,0,-49%,-2,-5%,0%,24,-3%
CCOC(=O)c1cc(-c2ccc(OC)cc2)nn1-c1ccc(C(=O)O)cc1,-3,-20%,-10,13%,-2%,3,7%
COc1ccc(/C=N/NC(=O)c2ccccc2)cc1OS(=O)(=O)c1ccccc1,18*,-21%,59*,-6%,0%,-32,8%
COc1ccccc1[C@H]1C(c2ccc(F)cc2)=NN(c2ccccc2)[C@@H]1CO,1,-15%,i,67%[activator],nt,-13,-15%[89.2 µM]
Cc1csc(=O)n1CCC(=O)N(C)Cc1c(F)cccc1Cl,nt,1%,nt,-6%,nt,-38,nt
CC(=O)Nc1ccc(NC(=O)C(C)n2nc([N+](=O)[O-])c(Br)c2C)cc1 (stereo unspecified),-3,-16%,7,7%,-3%,14,nt
CCC(Sc1nc(-c2ccccc2)c(-c2ccccc2)[nH]1)C(=O)O (stereo unspecified),1,-14%,-1,-2%,-6%,-24,-2%
CCOC(=O)c1cc(OC(=O)c2cccnc2)n(-c2ccccc2)n1,1,-35%,-10,nt,?,nt,0%
CCSc1nnc(NC(=O)c2ccc(S(=O)(=O)N(C)C)cc2)s1,-1,-18%,-1,-7%,?,-10,5%
CCCS(=O)(=O)C/C(N)=N/OC(=O)c1ccccc1Cl,-1,6%,32,9%,-2%,28,-13%
Cc1cc(NC(=O)c2cccs2)ncc1NC(=O)C(C)C,38*,6%,39*,8%,-10%,107,9%
COc1cc(S(=O)(=O)N(Cc2cccs2)CC2CCCO2)ccc1-n1cnnn1 (stereo unspecified),-2,24%,5,2%,-10%,-8,-3%
COc1ccc2c3c1OC1C(=O)CC[C@@]4(O)[C@@H](C2)N(CC2CC2)CC[C@]314 (stereo partly specified),nt,-9%,nt,13%,nt,11,nt
COc1ccc(CCC(=O)NCC2CCCCC2)cc1OC,11,-7%,19,-2%,-4%,-14,5%
COc1ccc(S(=O)(=O)NCCSc2ccc(Cl)cc2)cc1OC,-2,-12%,5,3%,2%,-13,7%
COc1ccccc1NS(=O)(=O)c1cccc2nsnc12,1,2%,-3,9%,-7%,?,-25%
Oc1ccccc1Nc1nc(NCC2CCCO2)c2ccccc2n1 (stereo unspecified),-4,-18%,16,25%,-4%,-12,-11%
C/C(=N\O)c1c(C)c2ccccc2n1C,-3,-11%,-21,-11%,?,41,-1%
O=C(/C=C/c1cccc(F)c1)OCC(=O)N1CCCc2ccccc21,nt,12%,nt,3%,0%,-1,nt
COc1cccc(CNC(=O)c2cccnc2Sc2ccccc2)c1,-3,-24%,-16,-15%,6%,34,nt
CN1CCC[C@H]1CCNC(=O)c1c(-c2ccsc2)sc2ccccc12,nt,3%,nt,6%,nt,-18,nt
Cc1ccc(OCC(=O)N(C)CC(=O)Nc2cccc(F)c2)cc1,-2,-10%,-10,7%,7%,9,nt
C/C(=N\NC(=S)NCc1ccccc1)c1ccc(Cl)cc1,7,-23%,2,-4%,?,28,4%
Cc1cc(C)c(NC(=O)c2oc3ccccc3c2COc2ccccc2)c(C)c1,-2,-34%,-1,-3%,2%,-24,-2%

# More entries:
SMILES,Cycloheximide cs,AmpC no deterg,Shiga toxin inh,AMA1-RON2 inh,AmpC detergent,HCMV inh,Giardia FBPA inh
Cc1ccc(N2/C(=N/c3nc(C)cc(C)n3)NC(=O)CC2C(=O)O)cc1 (stereo unspecified),-2,0%,-14,1%,3%,-9,-4%
CC1(C)CC(=O)C(C(C2=C(O)CC(C)(C)CC2=O)c2ccc(Cl)c([N+](=O)[O-])c2)C(=O)C1 (stereo unspecified),-2,-24%,-7,-2%,?,-17,8%
O=C(NC1CCCc2c1cnn2-c1ccc(F)cc1F)c1ccccn1 (stereo unspecified),1,35%,-18,-16%,-2%,-39,2%
CCOC(=O)c1nn(-c2ccccc2C)c(=O)cc1OCC(=O)N1CCN(c2ccccc2)CC1,nt,112%[activator],nt,-5%,?,-31,nt
COc1ccc(N(CC(=O)O)S(=O)(=O)c2ccccc2[N+](=O)[O-])c(OC)c1,1,-17%,-16,10%,0%,-37,12%
CC(Sc1nnc(Nc2ccccc2F)s1)C(=O)NC1CC1 (stereo unspecified),nt,-6%,nt,0%,0%,32,nt
COc1cc(/C=C2\CCC/C(=C\c3ccc(O)c(OC)c3)C2=O)ccc1O,42*,-11%,76*,-8%,?,-101*,-7%
COc1cc([C@@H]2[C@H]3CNCC=C3C(C#N)=C(N)C2(C#N)C#N)ccc1OC(C)C,-1,20%,24,-2%,-7%,20,?
CCCCc1cc(=O)oc2cc(OC(C)C(=O)NCc3ccccn3)c(Cl)cc12 (stereo unspecified),9,2%,-3,-8%,-3%,-16,-9%
CCN(CC)S(=O)(=O)c1ccc(N2CCCC2)c(NS(=O)(=O)c2ccc([N+](=O)[O-])cc2)c1,-1,-16%,-9,-11%,-2%,-24,-12%
CNC(=O)CN(c1cccc2ccccc12)S(C)(=O)=O,-4,-18%,-5,4%,?,9,5%
Cc1cccn2c(=O)nc(SCC(=O)N3CCN(c4ccccc4)CC3)nc12,nt,-5%,nt,6%,?,-4,nt
COc1cccc(NC(=O)Cc2csc(NC(=O)Nc3ccccc3OC)n2)c1,nt,-32%,nt,-6%,?,12,nt

# Ordered by formula weight (falling): some entries from above.
SMILES,Cycloheximide cs,AmpC no deterg,Shiga toxin inh,AMA1-RON2 inh,AmpC detergent,HCMV inh,Giardia FBPA inh
CCN(CC)S(=O)(=O)c1ccc(N2CCCC2)c(NS(=O)(=O)c2ccc([N+](=O)[O-])cc2)c1,-1,-16%,-9,-11%,-2%,-24,-12%
CC1(C)CC(=O)C(C(C2=C(O)CC(C)(C)CC2=O)c2ccc(Cl)c([N+](=O)[O-])c2)C(=O)C1 (stereo unspecified),-2,-24%,-7,-2%,?,-17,8%
COc1ccc(N(CC(=O)O)S(=O)(=O)c2ccccc2[N+](=O)[O-])c(OC)c1,1,-17%,-16,10%,0%,-37,12%
CC(Sc1nnc(Nc2ccccc2F)s1)C(=O)NC1CC1 (stereo unspecified),nt,-6%,nt,0%,0%,32,nt
